PvdQ acylase: blocks Pseudomonas aeruginosa PvdQ acylase activity. inhibition, % at 10 µM. hit rate 0.063% among 340,000. purified PvdQ acylase, fluorescence plate reader; in the data active = inhibition above about 30%, passing the limit was not always enough;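 note: 0% = vehicle neutral wells and 100% = reference inhibitor wells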
PfHsp90 set2: growth inhibition of yeast expressing Plasmodium Hsp90; S. cerevisiae expressing PfHsp90, BacTiter-Glo ATP, 48 h; yeast lacking PDR1 and PDR3 efflux regulators; inhibition, % at 9.4 µM; hit rate 0.32% among 310,000;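 active = every replicate shows inhibition above about 80%, whatever the replicate mean, limit read from the data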;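 note: 0% = DMSO neutral controls and 100% = 20 µM radicicol positive controls; yeast relying on Plasmodium falciparum Hsp90 in place of its own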
E coli growth: counter-screen for AddAB inhibitors: E. coli growth inhibition | E. coli V3065 growth, OD600 absorbance, 18 h | inhibition, % at 11.9 µM | hit rate 0.27% among 330,000 | AID 449728;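 active = inhibition above the campaign's mean inhibition across all tested compounds plus 3 SD, cut at about 9.9% in these data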;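 note: uninfected addAB+ strain grown without phage in ampicillin broth; 0% = DMSO wells and 100% = ciprofloxacin 0.95 µg/ml wells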
AddAB inh: less growth of phage-infected E. coli with AddAB; E. coli expressing H. pylori AddAB, absorbance growth; hit rate 0.29% among 330,000; inhibition, % at 11.9 µM; in the data active = inhibition above about 12%;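 note: 0% = vehicle wells of infected cells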
Wnt act: Wnt/beta-catenin pathway activation. Wnt/beta-catenin reporter cell assay, activator, plate reader. activation, % at 9.35 µM. hit rate 1.2% among 300,000; in the data active = activation above about 30%, passing the limit was not always enough;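 note: 0% = neutral control wells and 100% = positive control wells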
phage Ecoli inh: E. coli growth loss with phage present. inhibition, % at 11.9 µM. hit rate 0.26% among 360,000. growth absorbance; in the data active = inhibition above about 11%
DAGLB inhibitor: blocks human DAGLB lipase activity | HEK293T DAGLB membrane lysate, EnzChek fluorogenic substrate | inhibition, % at 5.17 µM | hit rate 0.059% among 340,000 | AID 504411; in the data active = inhibition above about 34%;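 note: 0% = enzyme with vehicle and 100% = wells lacking enzyme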
Target sequence (Q8NCG7 whole entry, looked up): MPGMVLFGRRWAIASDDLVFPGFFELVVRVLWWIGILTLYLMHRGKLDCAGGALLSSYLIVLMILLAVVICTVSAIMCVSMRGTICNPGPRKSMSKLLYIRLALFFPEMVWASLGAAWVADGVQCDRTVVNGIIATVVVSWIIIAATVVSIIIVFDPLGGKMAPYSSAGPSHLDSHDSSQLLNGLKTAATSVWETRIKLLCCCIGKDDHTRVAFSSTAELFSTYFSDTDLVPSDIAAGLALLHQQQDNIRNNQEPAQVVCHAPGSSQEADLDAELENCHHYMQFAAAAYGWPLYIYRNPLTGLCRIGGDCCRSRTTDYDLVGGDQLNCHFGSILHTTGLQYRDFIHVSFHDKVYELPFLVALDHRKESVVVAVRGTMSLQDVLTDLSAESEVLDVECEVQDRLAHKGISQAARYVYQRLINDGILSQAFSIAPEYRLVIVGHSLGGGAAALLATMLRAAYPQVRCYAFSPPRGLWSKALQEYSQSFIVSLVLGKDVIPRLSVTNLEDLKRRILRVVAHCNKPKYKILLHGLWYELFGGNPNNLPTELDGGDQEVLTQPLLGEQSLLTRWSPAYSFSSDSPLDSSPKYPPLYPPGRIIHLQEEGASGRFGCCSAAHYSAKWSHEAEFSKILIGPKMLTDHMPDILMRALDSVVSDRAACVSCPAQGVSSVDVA
Tat transport: inhibitors of E. coli Tat protein transport | E. coli MC4100 TorA-mCherry Tat export, fluorescence | inhibition, % at 10 µM | hit rate 0.036% among 340,000 | AID 488895;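 active = mean replicate inhibition at least 50% and at least half of replicates individually reaching 50%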;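 note: exported cargo escapes ClpAP degradation while cytoplasmic cargo is degraded and loses fluorescence; 0% = median of neutral control wells and 100% = median of NaSCN control wells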
CAL PDZ inh: inhibitors of human CAL PDZ peptide binding | AID 504414 | hit rate 0.02% among 330,000 | Q9HD26 | purified CAL PDZ, TMR-peptide fluorescence polarization, 1 h | inhibition, % at 20 µM;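 active = highest replicate inhibition of at least 40%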;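 note: plate controls were DMSO neutral control wells for no effect and unlabeled competitor peptide control wells for full effect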
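material = purified tagged CAL PDZ domain construct (CerCALP) | compound dosing = 20 µM, one dose | times = 1 h at RT | measured by = fluorescence polarization from S- and P-plane intensities, G-factor corrected | read-out = inhibition from polarization loss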
Rtt109 Vps75: blocks Candida albicans Rtt109/Vps75 acetyltransferase activity. AID 540336. inhibition, % at 34.9 µM. purified Rtt109/Vps75, ThioGlo CoA-SH fluorescence, 4 h. hit rate 0.16% among 330,000. Q5AAJ8;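 active = inhibition of at least 50% in every replicate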
Target sequence (Q5AAJ8 whole entry, looked up): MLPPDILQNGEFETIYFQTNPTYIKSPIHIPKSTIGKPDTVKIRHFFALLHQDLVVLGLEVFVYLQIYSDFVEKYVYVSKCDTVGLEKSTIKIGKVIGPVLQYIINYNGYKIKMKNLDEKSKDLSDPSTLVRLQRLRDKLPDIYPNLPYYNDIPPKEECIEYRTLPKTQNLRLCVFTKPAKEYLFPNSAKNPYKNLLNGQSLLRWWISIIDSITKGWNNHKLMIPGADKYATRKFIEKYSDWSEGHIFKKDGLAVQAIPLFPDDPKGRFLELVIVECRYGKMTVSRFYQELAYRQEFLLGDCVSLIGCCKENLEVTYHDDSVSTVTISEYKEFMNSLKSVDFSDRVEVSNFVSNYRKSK
An asterisk follows results filed as active; . = no result given; & = joins results of further samples. Hits appear at their usual frequency; 1.9% or so of the library scored in one or more.

Preview, 3 compounds:
SMILES	PvdQ acylase	PfHsp90 set2	E coli growth	AddAB inh	Wnt act	phage Ecoli inh	DAGLB inhibitor	Tat transport	CAL PDZ inh	Rtt109 Vps75
CCCS(=O)(=O)N1CCCC(C(=O)NCCN2CCCCC2C)C1 (stereo unspecified)	-9	-13	1.3	2.8	.	2.8	1	-2	0.3	-16
Cn1cc(CNCc2cn(C)nc2-c2ccc(C3CCCCC3)cc2)cn1	4	.	-2.2	-0.3	-3	0.3	-1	-1	-0.1	13
COc1ccc(O)c(C(=O)c2cc(SCC(=O)O)c3nc4sc5c(c4c(=O)n3c2)CCCC5)c1	1	-9	-1.8	0.8	8	1.4	6	8	-1.4	7

The listing, from the first entry:
SMILES	PvdQ acylase	PfHsp90 set2	E coli growth	AddAB inh	Wnt act	phage Ecoli inh	DAGLB inhibitor	Tat transport	CAL PDZ inh	Rtt109 Vps75
CCCS(=O)(=O)N1CCCC(C(=O)NCCN2CCCCC2C)C1 (stereo unspecified)	-9	-13	1.3	2.8	.	2.8	1	-2	0.3	-16
Cn1cc(CNCc2cn(C)nc2-c2ccc(C3CCCCC3)cc2)cn1	4	.	-2.2	-0.3	-3	0.3	-1	-1	-0.1	13
COc1ccc(O)c(C(=O)c2cc(SCC(=O)O)c3nc4sc5c(c4c(=O)n3c2)CCCC5)c1	1	-9	-1.8	0.8	8	1.4	6	8	-1.4	7
COc1ccc(-c2nc3ccccc3c(=O)n2CCN2CCOCC2)cc1	-9	19	-0.2	1.8	.	0.0	0	1	-0.1	-16
O=C1c2ccccc2[C@@H]2C[C@@H](O)[C@H](Nc3cccc(Cl)n3)CCN12	-17	13	0.2	-1.5	-2	1.0	1	0	-0.8	-2
O=[N+]([O-])c1ccc(S(=O)(=O)NCCS(=O)(=O)N2CCN(c3ccccc3)CC2)cc1	-3	-3	-1.8	-0.9	-3	2.7	0	-2	-2.5	5
Cn1c(=O)n(C)c2cc(C(=O)c3ccccc3)ccc21	-10	-20	-1.3	-1.4	.	-0.1	-3	0	-1.2	3
COc1ccccc1OCC(=O)N(Cc1nc(-c2ccc(Cl)cc2)no1)C(C)C	-13	5	0.8	0.7	-5	0.1	-4	12	-1.0	-5
COc1ccc(Cl)cc1NC(=O)CN1CCc2ccccc21	-9	4	-2.5	1.1	-3	3.8	2	-3	-0.8	3
NC(=O)OCC(O)COc1ccc(Cl)cc1 (stereo unspecified)	-8	6	-0.6	-3.8	-3	5.0	5	0	0.7	10
Nc1c(Br)cc(Br)cc1CNC1CCC(O)CC1 (stereo unspecified)	-15&-9	-1&-3	1.3&-1.5	-1.6&-0.5	1&-2	4.1&4.1	-1&1	1&-10	-0.3&0.3	2&-11
Cc1ccc(-c2ccc(/C=C3/NC(=O)NC3=O)o2)cc1[N+](=O)[O-]	9	0	.	.	-2	3.6	2	-4	-0.1	17
O=C(O)c1ccccc1C(=O)Nc1ccc(-n2nccc2C(F)(F)F)cc1	-1	-5	0.0	-0.2	0	3.5	0	-4	-0.3	10
O=C1N(c2ccc(Cl)c(Cl)c2)CN(Cc2ccccc2)CN1n1cnnc1	17	.	0.9	1.3	0	1.0	0	4	-1.6	-8
Cc1noc(C)c1CSc1nc2ccccc2s1	-2	15	0.0	0.6	-1	1.1	-6	-3	-0.8	-7
CC(C)n1c(=S)[nH]c2cc(Cl)ccc21	-8	8	-0.2	1.3	-1	0.6	-1	-6	-1.0	7
Clc1ccc(-n2cccc2CN2CCc3c([nH]c4ccccc34)C2c2ccccn2)nc1 (stereo unspecified)	-4	-23	3.5	-2.1	1	3.0	-1	-3	0.2	2
O=c1[nH]c(NNC(=S)NC2CCCCC2)nc2c1C1(CCCC1)Cc1ccccc1-2	-7	-12	-0.4	2.4	-1	1.3	5	1	-0.4	-3
CCOC(=O)C1(CCOc2ccccc2)CCN(CC(O)CO)CC1 (stereo unspecified)	-12	-5	-0.9	1.9	2	-0.7	-1	-3	.	0
O=c1cc(N2CCOCC2)[nH]c(=O)n1C1CCCCC1	-5	0	1.9	1.2	.	0.5	2	0	-0.4	2
Cc1nc(-c2ccc(S(=O)(=O)N3CCN(C(c4ccccc4)c4ccccc4)CC3)s2)cs1	4	-5	-0.4	-0.6	-2	-3.0	-7	0	0.4	20
CC(C(=O)N(C)Cc1ccccc1)N1CCN(C/C=C/c2ccccc2)CC1 (stereo unspecified)	-8	-1	-4.5	-0.9	3	-2.3	2	-4	0.3	-5
O=C(NC1CCCC1)C(c1cccnc1)N(C(=O)c1ccco1)c1ccc(F)cc1 (stereo unspecified)	10	9	0.6	-0.7	1	-1.4	0	4	-0.5	12
N#Cc1ccc(NC(=O)Cn2c3[n+](c4ccc(C(F)(F)F)cc42)CCCCC3)cc1	0	-22	-1.8	-0.7	5	0.2	-1	2	-2.8	14
CC(=O)c1c(C)[nH]c(C(=O)OCC(=O)N2CCN(S(=O)(=O)c3ccc(C)cc3C)CC2)c1C	-15	3	0.6	0.3	.	2.3	-2	7	-1.3	-51

(list continues)
SMILES	PvdQ acylase	PfHsp90 set2	E coli growth	AddAB inh	Wnt act	phage Ecoli inh	DAGLB inhibitor	Tat transport	CAL PDZ inh	Rtt109 Vps75
O=C(NNC(=O)c1cccs1)c1csc(N2CCOCC2)n1	-22	.	-0.7	1.0	-1	2.1	3	14	2.4	6
CCCCn1c(CN2CCN(c3ccccc3)CC2)nc2c1c(=O)n(C)c(=O)n2C	-15	12	-1.9	-3.2	.	.	1	2	-1.7	-10
CCCC(=O)Nc1cccc(C(=O)Nc2nccs2)c1	-6	.	2.4	2.4	1	2.0	2	-6	-0.6	-5
Cn1c(SCC(=O)Nc2ccccc2)nc2ccccc2c1=O	5	32	.	.	-1	2.1	-2	-13	0.0	5
CCCCNC(=O)CCN1N=C(c2ccccc2)CCC1=O	-17	-33	1.3	-1.3	-1	-1.1	4	-1	-2.3	-13
O=C(COC(=O)C1CCCCC1)Nc1ccccc1OC(F)F	-6	-8	2.2	-0.6	-1	0.9	-7	2	-2.0	13
Cc1cc(C)c(C(N)=O)c(NC(=O)Nc2ccccc2)n1	-10	19	-1.2	3.2	-3	2.2	-2	10	0.3	11
CC[C@]1(c2ccccc2C)ON(c2ccccc2C(F)(F)F)C1=O	-14	12	0.1	0.2	1	4.0	-7	1	1.2	-2
CCCn1c(SCC(=O)NC2CCCc3ccccc32)n[nH]c1=O (stereo unspecified)	-16	30	1.0	0.9	-2	3.3	1	-4	-3.5	-4
O=C(N/N=C/c1ccc(OCc2ccccc2)cc1)c1ccco1	-8	-5	-0.2	3.0	-2	3.7	-7	-1	0.3	6
COc1ccc(NS(=O)(=O)c2ccc(O)c(C(=O)OCC(=O)Nc3ccc4c(c3)OCCO4)c2)cc1	4	-5	1.6	1.6	.	-0.6	0	-7	-1.1	-3
O=C1CSC(c2cccc(F)c2)N1c1c(F)cccc1F (stereo unspecified)	-1	33	-0.2	-0.7	-1	0.1	-2	-9	-0.2	0
CCC/C=C1/CCCOC(C(=O)NCCN2CCOCC2)(C(F)(F)F)C1 (stereo unspecified)	7	8	-1.7	2.5	-2	1.7	1	3	0.4	7
CSc1ccc(Cl)c(C(=O)NCC(C)C)c1	20	1	2.0	2.6	.	-0.1	1	0	-0.4	3
CNC(=S)N/N=C(\C)c1cccc([N+](=O)[O-])c1	-6	-19	-0.6	-3.0	1	3.0	-1	2	-0.9	7
O=S(=O)(Nc1ccccc1)c1ccc(NS(=O)(=O)c2c(F)cccc2F)cc1	-15	-5	0.6	3.2	-2	4.3	2	10	-1.8	-13
CCOC(=O)c1cc(NC(=O)N(C(C)C)C2CCCCC2)c(C)nc1C	11	15	0.3	-1.4	0	0.0	0	3	0.3	7
S=C(NCCCN1CCN(CCCNC(=S)NC2CCCCC2)CC1)NC1CCCCC1	-11	-29	.	.	-1	3.0	0	-2	0.3	7
CCOc1ccc(-c2cc(C(=O)N/N=C(\C)c3cccnc3)c3ccccc3n2)c(OCC)c1	-10	6	.	.	-1	-1.6	-6	1	-0.8	-1
Cc1cc(C(=O)COC(=O)c2ccccc2O)c(C)n1CC1CCCO1 (stereo unspecified)	-7	10	0.3	-0.2	-24	2.1	-2	3	-0.3	-6
COC(=O)CC(NC(=O)Nc1ccccc1F)c1ccc2c(c1)OCO2 (stereo unspecified)	-8	-11	-1.0	-1.2	2	2.8	1	-4	-1.7	-12
COc1ccc(C(=O)Nc2ccccc2C(=O)NC(Cc2ccc(O)cc2)C(=O)NNC(=O)c2ccncc2)cc1 (stereo unspecified)	-2	13	2.5	1.3	0	3.3	0	-3	-4.9	5
Cn1ccsc1=NC(=O)c1ccc(=O)[nH]c1	-17	18	-0.5	-1.1	0	-0.6	-2	-12	-3.0	-17
Cc1ccc(Cn2ccc(-c3cnc(-c4ccccc4)s3)n2)cc1	-11	6	0.4	3.4	.	2.5	-10	2	0.6	-4
CC1CCN(CC(O)COCCC23CC4CC(CC(C4)C2)C3)CC1 (stereo unspecified)	-11	11	-0.5	1.5	0	1.2	-3	2	0.4	4
CCOc1ccc2nc(N(CCN(CC)CC)C(=O)/C=C/c3cccs3)sc2c1	-9	-8	0.4	2.1	-12	-0.9	-11	10	-1.2	-4
COc1cccc(CNC(=O)c2c(C)nn(-c3ccccc3)c2C)c1	3	6	-0.9	2.8	-2	0.9	-5	-7	-2.1	3

Retrieved one by one from the entries so far:
SMILES	PvdQ acylase	PfHsp90 set2	E coli growth	AddAB inh	Wnt act	phage Ecoli inh	DAGLB inhibitor	Tat transport	CAL PDZ inh	Rtt109 Vps75
Cn1ccsc1=NC(=O)c1ccc(=O)[nH]c1	-17	18	-0.5	-1.1	0	-0.6	-2	-12	-3.0	-17
CCC/C=C1/CCCOC(C(=O)NCCN2CCOCC2)(C(F)(F)F)C1 (stereo unspecified)	7	8	-1.7	2.5	-2	1.7	1	3	0.4	7
CCOc1ccc(-c2cc(C(=O)N/N=C(\C)c3cccnc3)c3ccccc3n2)c(OCC)c1	-10	6	.	.	-1	-1.6	-6	1	-0.8	-1
CCCC(=O)Nc1cccc(C(=O)Nc2nccs2)c1	-6	.	2.4	2.4	1	2.0	2	-6	-0.6	-5

Compound profiles, as listed above. Values in the order: PvdQ acylase, PfHsp90 set2, E coli growth, AddAB inh, Wnt act, phage Ecoli inh, DAGLB inhibitor, Tat transport, CAL PDZ inh, Rtt109 Vps75
COC(=O)CC(NC(=O)Nc1ccccc1F)c1ccc2c(c1)OCO2 (stereo unspecified) in the list: -8, -11, -1.0, -1.2, 2, 2.8, 1, -4, -1.7, -12
CSc1ccc(Cl)c(C(=O)NCC(C)C)c1 in the list: 20, 1, 2.0, 2.6, ., -0.1, 1, 0, -0.4, 3
